Screens as filed in PubChem BioAssay.
H9c2 TAG inh = inhibitors of triacylglycerol accumulation, primary screen, cell-based, uHTS, fluorescence, H9c2; 230,000 compounds, 0.66% hits; H9c2 cells, Nile Red lipid (TAG) fluorescence; cells loaded with 200 µM oleic acid; inhibition, % at 12.5 µM; AID 651582, 2012;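 active = pattern-corrected inhibition of lipid staining of at least 50% with the nuclear-stain viability signal not falling by more than 50%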;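 note: 0% = DMSO wells and 100% = triacsin C control wells; some results filed as inactive read as strong as hits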
H9c2 TAG inh DAPI viability = recorded beside H9c2 TAG inh, whose call it bears; DAPI nuclei signal change (viability), lower = more cytotoxic, %;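 whole-well DAPI fluorescence read on a plate reader as a viability signal; minus 50 percent equals half of cells still viable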
Starred values were filed as active, the others as inactive; & = joins results of further samples. The list is partial; count on the stated rates, not on these rows.

Fields – H9c2 TAG inh	H9c2 TAG inh DAPI viability
Cc1ccc(Cc2cc(C)n[nH]c2=O)cc1
→ 3	-10
Cc1cccc(-c2nsc(SCC(=O)NCc3ccco3)n2)c1
→ -3	-1
Cc1[nH]c2ccccc2c1C(=O)COC(=O)C1CCC1
→ -4	3
COc1ccc(CCNC(=O)c2cc(S(=O)(=O)N3CCOCC3)ccc2F)cc1
→ -11	2
CCN(c1ccccc1)S(=O)(=O)c1cc(NC(=O)C2CC2)ccc1Cl
→ -23	-9
C=CCn1c(O)c(C2=c3ccccc3=NC2=O)sc1=Nc1ccc(O)cc1
→ 41	-12
O=c1[nH]cnc(O)c1C(c1ccc(F)cc1)c1c(O)nc[nH]c1=O
→ 17	-7
Cc1occc1-c1nnc(SCC(=O)Nc2ccc(F)cc2)n1Cc1ccccc1
→ 6	-13
N#CC1=C(N)N(c2ccccc2)C(=O)C1
→ -6	7
COc1cccc(-c2nc(N3CCCCC3C)c3ccccc3n2)c1O (stereo not given)
→ 7	10
COc1ccc(COC(=O)Oc2ccc(CNC(C)=O)cc2OC)c([N+](=O)[O-])c1
→ 10	1
CCCCNC(=O)c1cc2nc3c(c(C(F)(F)F)n2n1)CCc1ccccc1-3
→ 18	21
COc1ccc(-c2cc(NC=O)c3ncc(-c4ccc(C(C)=O)cc4)n3c2)cn1
→ 41	-24
CCCCn1cnc2c1c(=O)[nH]c(=O)n2CCCC
→ -15	-7
CC(C)Cn1c(N)c(C(=O)COC(=O)/C=C/c2cccs2)c(=O)n(C)c1=O
→ -19	1

Single values from the list.
Reading for `COc1cccc(-c2nc(N3CCCCC3C)c3ccccc3n2)c1O` (stereo not given) under H9c2 TAG inh: 7
Reading for `COc1ccc(COC(=O)Oc2ccc(CNC(C)=O)cc2OC)c([N+](=O)[O-])c1` under H9c2 TAG inh DAPI viability: 1
Reading for `C=CCn1c(O)c(C2=c3ccccc3=NC2=O)sc1=Nc1ccc(O)cc1` under H9c2 TAG inh: 41
Reading for `COc1ccc(CCNC(=O)c2cc(S(=O)(=O)N3CCOCC3)ccc2F)cc1` under H9c2 TAG inh: -11
Reading for `Cc1[nH]c2ccccc2c1C(=O)COC(=O)C1CCC1` under H9c2 TAG inh: -4

(list continues)
Fields – H9c2 TAG inh	H9c2 TAG inh DAPI viability
COc1cc(C=O)ccc1OCC(=O)Nc1cccc(S(=O)(=O)N(C)c2ccccc2)c1
→ -13	-2
CC(C)N1CCC(=NNC(=O)c2cccs2)CC1
→ 7	-4
C/C(=N/NC(=O)c1cc(Cl)ccc1O)C12CC3CC(CC(C3)C1)C2
→ -1	2
Clc1ccc(CSc2nnc(-c3cccnc3)o2)cc1
→ 9	11
COc1ccc(NC(=O)CCC(=O)N/N=C/c2cn(C)nc2C)cc1
→ -7	-3
CC(C)(C)NC(=O)NCc1cccnc1
→ 1	-6
CCCCN(C=O)c1c(CC)nc2ccc(C(=O)N(C)Cc3ccccc3)cn12
→ -17	14
Cc1ccc(-c2nc3n(n2)Cc2ccccc2-3)cc1
→ 12	1
Cc1ccccc1C(=O)NNC(=O)C1CC(=O)N(c2ccc3c(c2)OCCO3)C1 (stereo not given)
→ 25	2
CCOC(=O)C1CCN(S(=O)(=O)c2cc(C(=O)N3CCCCC3)ccc2OC)CC1
→ 14	-4
CC(=O)N1CCN(c2ccc(OC[C@H]3CO[C@](Cn4ccnc4)(c4ccc(Cl)cc4Cl)O3)cc2)CC1
→ -19	-1
O=S(=O)(NCCc1csc(-c2cccnc2)n1)c1cccc(F)c1
→ 5	-2
O=C(NNC(=S)Nc1ccccc1)c1ccc2ncccc2c1
→ 2	3
O=C(NC(=O)c1cc(OCC(F)(F)F)ccc1OCC(F)(F)F)Nc1ccccc1
→ 14	6
CCOc1ccc(S(=O)(=O)NC2CCCCCC2)cc1
→ 3	-7

More compounds.
Fields – H9c2 TAG inh	H9c2 TAG inh DAPI viability
Cc1ccc(S(=O)(=O)N2CCOCC2)cc1NC(=O)COC(=O)c1cnccn1
→ 5	-6
O=C1N(c2ccccc2)CCN1c1ccccc1
→ 6	12
CCCN(CC(=O)Nc1ccccc1C)C(=O)c1ccc(N2CCCC(C)C2)c([N+](=O)[O-])c1 (stereo not given)
→ 28	2
COc1cccc(-c2ccc(NC(=O)C3CCCN(Cc4ccco4)C3)cc2)c1 (stereo not given)
→ 15	11
CC(C)Oc1ccc(C(=O)Nc2ncn[nH]2)cc1
→ 4	0
CCNC(=S)Nc1ccc(-c2nc3ccccc3[nH]2)cc1
→ -11	6
CCc1ccccc1NC(=O)N1CCc2ccccc2C1
→ 2	-6
CCCC(=O)Nc1nnc(SCC(=O)N2CCN(c3ccccc3)CC2)s1
→ 3	4
CC(=O)Nc1c(I)c(C(=O)N[C@H]2C(O)O[C@H](CO)[C@@H](O)[C@@H]2O)c(I)c(N(C)C(C)=O)c1I (stereo not given in full)
→ 8	-7
CN1CCN(c2ccc(NC(=O)COc3ccc(Cl)cc3Cl)cc2)CC1
→ -2	3
N#CCCn1cc(/C=N/O)c(-c2ccc(F)cc2)n1
→ -8	1
O=C(Nc1nnc([C@H]2C[C@H](O)[C@@H](CO)O2)s1)Nc1cccc2c1CCCC2
→ 12	2
COc1ccccc1NC(=O)c1cc[n+](C)cc1
→ 5	-5
Cc1ccc(NC(=O)N2CCCCCC2)cc1C
→ 7	0
Cn1c(CN2CCN(CC#N)CC2)c(C#N)c2ccccc21
→ 4	-15

(continued)
Fields – H9c2 TAG inh	H9c2 TAG inh DAPI viability
Cc1ccccc1NC(=O)c1nn(-c2ccc(F)c(F)c2)ccc1=O
→ 0	3
O=S(=O)(CCn1cccc1)CCn1cccc1
→ -35	8
COc1ccc(CCN(Cc2cccs2)S(=O)(=O)c2ccc(-n3cnnn3)cc2)cc1OC
→ -1	-9
O=c1cc(CN2CCc3ccccc32)nc2sccn12
→ 5	-6
CCN(CC)CCCNC(=O)c1ccc2c(=O)n(Cc3ccc4c(c3)OCO4)c(=S)[nH]c2c1
→ 14	20
Cc1ccc(Cc2nc(-c3cccnc3)no2)cc1
→ -1	7
COc1cc(-c2ccc3oc(-c4ccsc4)c(C#CC4(O)CCCCC4)c3c2)cc(OC)c1OC
→ 20	56
CS(=O)(=O)c1ccc(C(=O)Nc2ccc(S(=O)(=O)N3CCCCC3)cc2)cc1
→ 15	-5
CCN1C(=O)CS/C1=N\c1nccs1
→ 13	-14
CCn1c(SCC(=O)c2ccc(NC(C)=O)c(OC)c2)nnc1-c1ccc(NS(C)(=O)=O)cc1
→ 0	0
O=C(Nc1ccon1)Nc1cc(Cl)ccc1Cl
→ 7	11
COCCn1c(=O)[nH]c2cc(C(=O)NCCN3CCN(c4ccc(OC)cc4)CC3)ccc2c1=O
→ 2	5
CCNC(=S)NNC(=O)c1cc(-c2cccnc2)nc2ccccc12
→ -3	-15
O=C(O)C1CC=CCC1C(=O)NCCCCc1ccccc1 (stereo not given)
→ 6	-2
CC(Sc1nn(-c2ccc(F)cc2)c(=S)s1)C(=O)c1c(N)n(C)c(=O)n(C)c1=O (stereo not given)
→ -3	8

Further structures:
Fields – H9c2 TAG inh	H9c2 TAG inh DAPI viability
CCCNS(=O)(=O)c1ccc(CCC(=O)N2CCCCC2)cc1
→ -11	14
Cc1ccc(NC(=O)CCc2nc3ccccc3[nH]2)cc1C
→ -4	2
CSc1ccccc1NC(=O)COC(=O)Cn1cc(C(F)(F)F)ccc1=O
→ 3	-2
COC(=O)C1=C(C)NC(=S)NC1/C=C/c1ccccc1 (stereo not given)
→ 7	-1
O=C(CSc1nnnn1-c1cccc(C(=O)O)c1)NC(c1ccccc1)c1ccccc1
→ -3	-7
CCCCCC(=O)Nc1cc(S(=O)(=O)N2CCOCC2)ccc1Oc1ccc(OCC)cc1
→ 9	0
Cc1nn(Cc2ccccc2)c(Cl)c1C(=O)OC1CCOC1=O (stereo not given)
→ 4	-2
Cc1ccc(CSc2nc3c(c(SCC(=O)O)n2)CCCC3)cc1
→ 7	-4
N#Cc1nc(N2CCCC2)nc(N2CCCC2)n1
→ -3	6
CCc1ccc(/C=N/NC(=O)c2ccc(OC3CCCC3)cc2)s1
→ -16	9
O=C(c1ccco1)N1CCN(S(=O)(=O)Cc2ccccc2Cl)CC1
→ 1	-8
Cc1ccccc1OCC(=O)OCC(=O)N1CCc2ccccc21
→ 8	-1
CCCCCN1C=CC(=C2C(=O)c3ccccc3C2=O)C=C1
→ -16	-2
O=[N+]([O-])c1cccc(COc2ccc(CN3CCCC3)cc2)c1
→ 7	-3
CC(C)NC(=O)N(C)C[C@H]1Oc2c(NC(=O)Nc3ccccc3)cccc2C(=O)N([C@H](C)CO)C[C@@H]1C
→ 14	1

(next part)
Fields – H9c2 TAG inh	H9c2 TAG inh DAPI viability
CCCCn1c(N)c(N(CC(C)C)C(=O)CCS(=O)(=O)c2ccc(C)cc2)c(=O)[nH]c1=O
→ 0	4
CCc1nnc(NC(=O)CN2CCN(S(C)(=O)=O)CC2)s1
→ 20	-8
CC(C)=CCN1CCN(CCC2=C(C)CCCC2(C)C)CC1CCO (stereo not given)
→ 1	24
C=CCSc1nnc(-c2c[nH]c3ccccc23)n1CC
→ 3	-8
O=c1c2ccccc2nc2sc3ccccc3n12
→ -10	-2
CC(CN(C)Cc1ccccc1)OC(=O)c1cccs1 (stereo not given)
→ -16	9
Cc1ccccc1C(=O)/C=C1\NC(=O)CS1
→ 5	-4
CC(=O)N(c1ccccc1)C1CC(C)N(C(=O)c2ccccc2)c2ccccc21 (stereo not given)
→ -8	3
Cc1nc2sccn2c(=O)c1S(=O)(=O)Nc1ccc(N2CCOCC2)cc1
→ 6	-13
CC1(C)C(=O)Nc2ccccc2N1C(=O)COc1cccnc1[N+](=O)[O-]
→ 8	-2
CC(=O)NCCCC(=O)NNC1CC(=O)N(c2cccc(Cl)c2)C1=O (stereo not given)
→ 3	0
O=C1COc2ccc(C(=O)COC(=O)c3ncc(Cl)c(Cl)c3Cl)cc2N1
→ 8	5
O=C1c2cccnc2C(=O)N1Cc1ccccc1
→ 9	-6
O=C(Nc1ccc(-n2ccnc2P(=O)(O)c2ccccc2)cc1)c1ccccc1Cl
→ 15	-4
C/C(NCCN1CCOCC1)=C(\C#N)C(N)=O
→ 3	-11

Going on with the list:
Fields – H9c2 TAG inh	H9c2 TAG inh DAPI viability
O=C(NCc1ccc(Cl)cc1)c1csc(-c2cccnc2)n1
→ -13	-1
CCCCNC(=O)NC12CC3CC(CC(C3)C1)C2
→ 5	-7
CSc1ccc(-c2nc(CN3CCCCC3c3cccnc3)c(C)o2)cc1 (stereo not given)
→ 9	-5
O=C1C2CC=CCC2C(=O)N1Cc1nnc(-c2ccc(Cl)cc2)o1 (stereo not given)
→ 13	1
O=C(Nc1nc(-c2ccccn2)cs1)c1ccc([N+](=O)[O-])o1
→ 101	-75
CCOC(=O)C(=O)/C(C#N)=C/Nc1ccc(F)cc1
→ 4	-2
CCOC(=O)c1[nH]c(C)c(C(=O)N2CCc3c([nH]c4ccccc34)C2c2ccccn2)c1C (stereo not given)
→ 8	-6
COC(=O)c1c(C)nn(-c2ccc(OC(F)(F)F)cc2)c1-c1snnc1C
→ 5	-5
O=C(OCC(=O)N1CCCC1)c1cc(Br)ccc1Cl
→ 2	7
COc1ccc(/C=C/C(=O)NC(=S)Nc2ccc(S(N)(=O)=O)cc2)cc1OC
→ 11	1
Cc1cccc(C)c1NC(=O)CN(C)C(=O)COc1cccc2c1OC(C)(C)C2
→ 10	-7
Cn1c(=O)c2cc(S(=O)(=O)NC(C(=O)NC3CCCCC3)c3ccccc3)ccc2n(C)c1=O (stereo not given)
→ 8	-6
CC(C)CC(=O)N[C@H](C(=O)N[C@H](C(=O)N[C@@H](CC(C)C)[C@@H](O)CC(=O)N[C@@H](C)C(=O)N[C@@H](CC(C)C)[C@@H](O)CC(=O)O)C(C)C)C(C)C
→ -1&-8	1&3
CCN(CC)S(=O)(=O)c1ccc(C(=O)NCCN2C(=O)S/C(=C\c3cccnc3)C2=O)cc1
→ 7	-14
O=C(CNC(=O)OCc1ccccc1)Nc1ccc(F)cc1
→ 9	4

Part of the list above in order of length of the SMILES, falling.
Fields – H9c2 TAG inh	H9c2 TAG inh DAPI viability
CCCCNC(=O)c1cc2nc3c(c(C(F)(F)F)n2n1)CCc1ccccc1-3
→ 18	21
C=CCn1c(O)c(C2=c3ccccc3=NC2=O)sc1=Nc1ccc(O)cc1
→ 41	-12
CN1CCN(c2ccc(NC(=O)COc3ccc(Cl)cc3Cl)cc2)CC1
→ -2	3
O=[N+]([O-])c1cccc(COc2ccc(CN3CCCC3)cc2)c1
→ 7	-3
CCc1ccc(/C=N/NC(=O)c2ccc(OC3CCCC3)cc2)s1
→ -16	9
Cc1ccccc1OCC(=O)OCC(=O)N1CCc2ccccc21
→ 8	-1

New compounds follow.
Fields – H9c2 TAG inh	H9c2 TAG inh DAPI viability
Cc1ccc(-c2noc(CN(C(=O)CCCN3C(=O)c4ccccc4C3=O)C(C)C)n2)cc1
→ -1	5
Cc1ccc(C(=O)NNC(=O)c2ccc(C)cc2)cc1
→ 6	-5
CCOc1ccc(S(=O)(=O)Nc2cccc(C(=O)N(C)Cc3cccc(OC)c3OC)c2)cc1
→ -3	0
COc1ccc(N2CCN(C(=O)c3ccc(S(=O)(=O)N4CCCCCC4)cc3)CC2)cc1
→ -15	-7
Cc1c(Cl)c(C(F)F)nn1CC(=O)NC1C(=O)N2C(C(=O)O)=C(CSc3nnnn3C)CSC12 (stereo not given)
→ 3	-2
O=C(NCC1CCCO1)c1cccc(NC(=O)c2cccs2)c1 (stereo not given)
→ 13	-4
O=C(COC(=O)c1cncc(Br)c1)NC1CCCCCC1
→ 1	-13
O=C(CCc1ccccc1)NNC(=O)Nc1ccc(Br)cc1
→ -12	2
O=C1N/C(=C\c2ccc(O)cc2)C(O)=C1C=NCc1ccccc1
→ 33	-9
CC(=O)c1ccc(NC(=S)N(Cc2ccccc2)C(C)C2CC2)cc1 (stereo not given)
→ -11	-10
COc1ccc(N2C[C@H](CSC)[C@@H](CC(=O)Nc3ccc(Br)cc3)C2=O)cc1
→ 19	-14
